Source: PubChem BioAssay
Yfh1-off respiration – enhancers of respiration in Yfh1-depleted yeast, dose response, Friedreich's ataxia, plus single-dose screen (AID 1465) | S. cerevisiae Yfh1-off respiration, WST-1 reduction, 72 h; higher fold induction means a stronger effect | fold induction at 50 µM; hits with a dose series show EC50 in µM | actives 0.074% (n = 220,000);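 active means fold induction of absorbance versus untreated yeast above a set limit, then at least 30% activation at any dose in follow-up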;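 further: activators that raise dye reduction in frataxin-depleted yeast; strong numbers were not always called active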
PMI inhibition – human PMI inhibitors, high substrate, primary screen, biochemical, fluorescence intensity, high mannose 6-phosphate (AID 1220); recombinant PMI enzyme, coupled fluorescence intensity; higher % means a stronger effect; inhibition, % at 20 µM, or IC50 in µM where a hit was titrated; actives 0.66% (n = 190,000)
Insulin prom up – MIN6 insulin promoter up-regulation | z-score at 5 µM | actives 0.3% (n = 190,000) | AID 1625 | MIN6 insulin promoter-GFP reporter, high-content imaging; hits give high values;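 active means z-score above 3 at 5 µM with at least 500 cells counted in the well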
bCat nuc transl – beta-catenin nuclear translocation modulation. HeLa beta-catenin nuclear translocation, immunofluorescence imaging. AID 1665. actives 0.3% (n = 190,000). nuclear translocation activity, % at 5 µM;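 active means nuclear translocation activity above 50% at 5 µM, with a well cell count of 50 or more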;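 further: per-cell ratio of nuclear to cytoplasmic median beta-catenin stain intensity; plate controls were DMSO negative control for no effect and GSK-3 inhibitor IX positive control for full effect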
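System: HeLa cells, endogenous beta-catenin; compound dosing: 5 µM primary single dose, 0.1% DMSO, 0.02–20 µM confirmation series; incubation: 24 h compound exposure at 37°C, 5% CO2; signal: beta-catenin immunofluorescence imaging with DAPI; evaluation: % activation, nuclear-to-cytoplasmic median beta-catenin signal ratio per cell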
Dynein transport – blocks dynein driven cargo transport along microtubules. 3617.4 mouse cells, GR-EGFP nuclear translocation imaging; test concentration mostly 20 µM; stimulated with dexamethasone, 1 µM; hits give low values. z-score, hits read low. actives 0.47% (n = 220,000);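 active means plate z-score of nuclear minus cytoplasmic receptor signal below a set negative limit, without overly bright fluorescence or cell loss, cut at about -3.5 in these data, passing the limit was not always enough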;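 further: z-score of nuclear minus cytoplasmic ring GR-EGFP intensity difference per well; some compounds called inactive have numbers as strong as hits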
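Buffer or medium: tet-free medium with charcoal-stripped serum / Also added: dexamethasone agonist, 1.0 µM final, for 30 min / Timing: induction 48 h, compound 1 h, agonist 30 min / Measured by: high-content fluorescence imaging after fixation / Read-out: nuclear-to-cytoplasmic GR-EGFP distribution per well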
Autophagy HCS – alters autophagy in cells; MEF GFP-LC3 puncta imaging; test concentration mostly 10 µM; calls only at 10 µM (by protocol); actives 0.98% (n = 190,000);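 active means percentage of spot-positive cells more than 3 SD above its plate mean, without a fluorescence outlier flag or 80% toxicity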;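 further: spot-positive cell cutoff set from DMSO-treated cells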
PMI inhibitors – inhibitors of human PMI, primary screen, biochemical, fluorescence intensity, coupled assay (AID 1209); actives 0.42% (n = 190,000); inhibition, % at 20 µM; hits with a dose series show IC50 in µM; purified PMI enzyme, coupled fluorescence intensity; higher % means a stronger effect;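 further: plate controls were DMSO vehicle for no effect and wells lacking substrate for full effect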
MT stabilize HCS – microtubule stabilization, imaging screen; HeLa tubulin immunostaining HCS, 24 h; share of cells brighter than vehicle mean+2SD; actives 0.83% (n = 200,000); % tubulin-high responders, % at 10 µM; AID 2205;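 active means plate Z-score above 3 for both tubulin-high and condensed-nucleus cell shares, with cell loss under 80%, at 10 µM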;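 further: anti alpha tubulin signal scored within the nucleus-defined area of each cell; some results filed as inactive read as strong as hits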
WT yeast gro inh – growth inhibition of WT yeast, mitochondrial fusion screen; mitochondrial fusion phenotypic screen, WT strain; inhibition, % at 10 µM; actives 2.1% (n = 190,000); AID 1362; in the data active means inhibition above about 58%; tested in S. cerevisiae
WT yeast gro inh mutant strain – also measured in WT yeast gro inh; calls as there; inhibition, %; mitochondrial fusion phenotypic screen, mutant strain inhibition
Dynein transport cytoplasmic EGFP – recorded beside Dynein transport, whose call it bears; z-score; measured here: cytoplasmic GR-EGFP intensity; hits give high values
Dynein transport nuclear GR-EGFP – further read-out of Dynein transport, marked with its call; z-score; measured here: nuclear GR-EGFP intensity;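 lower value marks the stronger effect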
Dynein transport cell count – also measured in Dynein transport; calls as there; z-score; measured here: cell count per field
Insulin prom up cell count – second read-out of Insulin prom up, no call of its own (marks repeat the call); cell count; measured here: cytotoxicity, nuclei count;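 total cells summed across four imaged fields per well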
bCat nuc transl cell count 5 µM – recorded beside bCat nuc transl, whose call it bears; cell count; measured here: cell count, cytotoxicity flag
MT stabilize HCS Hoechst-high % – recorded beside MT stabilize HCS, whose call it bears; % Hoechst-high responders; measured here: nuclear condensation Hoechst responders;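 share of cells brighter than vehicle mean plus two SD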
MT stabilize HCS cytotoxicity % – further read-out of MT stabilize HCS, marked with its call; toxicity, %; measured here: cytotoxicity by cell density;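 0% = mean cell density of plate MIN control wells and 100% = no cells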
Autophagy HCS cell loss 18 h – further read-out of Autophagy HCS, marked with its call; toxicity, %; measured here: cell loss, nuclei count;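 cell loss after 18 h compound exposure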
* marks the source's active call; other numbers are inactive results. Unless noted, no stated cut-off is given here; in the data, active means inhibition above about 50%; inactive means the rest.

What do the screens show for `C=C(C)C1CC=C(C)/C(=N/NC(=O)COc2cccc(C)c2)C1` (stereo unspecified)?
Yfh1-off respiration: inactive; PMI inhibition: 15.7%; bCat nuc transl: -0.4; Dynein transport: -0.181; Autophagy HCS: inactive; PMI inhibitors: 14.2%; MT stabilize HCS: 4.4; WT yeast gro inh: 42.9; WT yeast gro inh mutant strain: 1.8; Dynein transport cytoplasmic EGFP: 0.0661; Dynein transport nuclear GR-EGFP: -0.029; Dynein transport cell count: 0.554; bCat nuc transl cell count 5 µM: 493; MT stabilize HCS Hoechst-high %: 2.4; MT stabilize HCS cytotoxicity %: 3.4; Autophagy HCS cell loss 18 h: 39.6

What do the screens show for `CCCC(=O)N(Cc1cc2cccc(C)c2[nH]c1=O)c1ccccc1OC`?
Yfh1-off respiration: inactive; PMI inhibition: 7.6%; Insulin prom up: -0.09; bCat nuc transl: -1.3; Dynein transport: 0.726; Autophagy HCS: inactive; PMI inhibitors: 5.8%; MT stabilize HCS: 1.2; WT yeast gro inh: 36.0; WT yeast gro inh mutant strain: 35.4; Dynein transport cytoplasmic EGFP: -0.178; Dynein transport nuclear GR-EGFP: 0.358; Dynein transport cell count: -0.388; Insulin prom up cell count: 834; bCat nuc transl cell count 5 µM: 962; MT stabilize HCS Hoechst-high %: 0.8; MT stabilize HCS cytotoxicity %: 6.5; Autophagy HCS cell loss 18 h: 6.7

What do the screens show for `O=C(NN1C(=O)c2ccccc2NC1c1ccoc1)c1ccccc1` (stereo unspecified)?
Yfh1-off respiration: inactive; PMI inhibition: -13.6%; bCat nuc transl: -2.9; Dynein transport: -0.787; Autophagy HCS: inactive; PMI inhibitors: -11.0%; MT stabilize HCS: 4.1; WT yeast gro inh: 7.5; WT yeast gro inh mutant strain: -8.2; Dynein transport cytoplasmic EGFP: -0.281; Dynein transport nuclear GR-EGFP: -0.368; Dynein transport cell count: 1.08; bCat nuc transl cell count 5 µM: 571; MT stabilize HCS Hoechst-high %: 2.0; MT stabilize HCS cytotoxicity %: 1.8; Autophagy HCS cell loss 18 h: 13.8

What do the screens show for `O=C(NCCNC(=O)c1ccco1)c1ccc(F)cc1`?
Yfh1-off respiration: inactive; PMI inhibition: -1.3%; bCat nuc transl: 1.5; Dynein transport: -1.55; Autophagy HCS: inactive; PMI inhibitors: -1.6%; MT stabilize HCS: 2.0; WT yeast gro inh: -7.3; WT yeast gro inh mutant strain: -16.6; Dynein transport cytoplasmic EGFP: 0.622; Dynein transport nuclear GR-EGFP: -0.888; Dynein transport cell count: -0.653; bCat nuc transl cell count 5 µM: 1516; MT stabilize HCS Hoechst-high %: 2.0; MT stabilize HCS cytotoxicity %: 7.3; Autophagy HCS cell loss 18 h: -10.2

What do the screens show for `Cn1c(N)c(C(=O)CSc2ccc3c(c2)OCCO3)c(=O)n(C)c1=O`?
Yfh1-off respiration: inactive; PMI inhibition: 3.5%; Insulin prom up: 0.08; bCat nuc transl: -1.1; Dynein transport: -0.021; Autophagy HCS: inactive; PMI inhibitors: 7.2%; MT stabilize HCS: 2.1; WT yeast gro inh: -2.1; WT yeast gro inh mutant strain: 17.1; Dynein transport cytoplasmic EGFP: -0.144; Dynein transport nuclear GR-EGFP: -0.0673; Dynein transport cell count: -0.58; Insulin prom up cell count: 1551; bCat nuc transl cell count 5 µM: 1339; MT stabilize HCS Hoechst-high %: 1.3; MT stabilize HCS cytotoxicity %: 2.1; Autophagy HCS cell loss 18 h: 5.1

Results for Cc1cc(N=Nc2ccc(Cl)cc2)cc(CN2CCCC2)c1O ?
Yfh1-off respiration: inactive; Insulin prom up: -0.34; bCat nuc transl: -1.8; Dynein transport: -0.455; Dynein transport cytoplasmic EGFP: -0.263; Dynein transport nuclear GR-EGFP: -0.428; Dynein transport cell count: 1.12; Insulin prom up cell count: 1454; bCat nuc transl cell count 5 µM: 1146

Results for CCC(=O)N(C1=C(NC(C)C)C(=O)c2ccccc2C1=O)C(C)C ?
Yfh1-off respiration: inactive; PMI inhibition: 58.2%*; Insulin prom up: -0.88; bCat nuc transl: 0.9; Dynein transport: -0.0463; Autophagy HCS: inactive; PMI inhibitors: 11.4%; MT stabilize HCS: 1.6; WT yeast gro inh: -15.9; WT yeast gro inh mutant strain: -9.4; Dynein transport cytoplasmic EGFP: -0.14; Dynein transport nuclear GR-EGFP: 0.035; Dynein transport cell count: 0.459; Insulin prom up cell count: 1333; bCat nuc transl cell count 5 µM: 1061; MT stabilize HCS Hoechst-high %: 2.2; MT stabilize HCS cytotoxicity %: 5.2; Autophagy HCS cell loss 18 h: 7.7

Results for CC(=O)N1CCCN(Cc2cn(-c3ccc(C)cc3)nc2-c2cccc(C)c2)CC1 ?
Yfh1-off respiration: inactive; PMI inhibition: 9.1%; Insulin prom up: 0.55; bCat nuc transl: 4.4; Dynein transport: -0.57; Autophagy HCS: inactive; PMI inhibitors: 13.4%; MT stabilize HCS: 2.5; WT yeast gro inh: 2.3; WT yeast gro inh mutant strain: -6.9; Dynein transport cytoplasmic EGFP: -0.234; Dynein transport nuclear GR-EGFP: 0.165; Dynein transport cell count: 0.435; Insulin prom up cell count: 1434; bCat nuc transl cell count 5 µM: 844; MT stabilize HCS Hoechst-high %: 1.7; MT stabilize HCS cytotoxicity %: 4.7; Autophagy HCS cell loss 18 h: 1.2

What do the screens show for `CCOC(=O)c1cnc2c(C(=O)OC)cccc2c1NCCN1CCOCC1`?
Yfh1-off respiration: inactive; PMI inhibition: 5.2%; Insulin prom up: -0.31; bCat nuc transl: -0.8; Dynein transport: 3.37; Autophagy HCS: inactive; PMI inhibitors: 7.7%; MT stabilize HCS: 3.9; WT yeast gro inh: -14.4; WT yeast gro inh mutant strain: -8.9; Dynein transport cytoplasmic EGFP: 0.112; Dynein transport nuclear GR-EGFP: 2.67; Dynein transport cell count: -2.82; Insulin prom up cell count: 1215; bCat nuc transl cell count 5 µM: 1080; MT stabilize HCS Hoechst-high %: 1.8; MT stabilize HCS cytotoxicity %: 3.3; Autophagy HCS cell loss 18 h: -3.9

How did CCN(CC)C(=O)Cn1c(=O)n(-c2ccc(CC(=O)NCc3ccccc3)cc2)c(=O)c2sccc21 do in these assays?
Yfh1-off respiration: inactive; PMI inhibition: -7.3%; Insulin prom up: -1.12; Dynein transport: -0.332; Autophagy HCS: inactive; PMI inhibitors: -11.1%; MT stabilize HCS: 3.2; WT yeast gro inh: -14.1; WT yeast gro inh mutant strain: 3.1; Dynein transport cytoplasmic EGFP: -0.265; Dynein transport nuclear GR-EGFP: -0.083; Dynein transport cell count: -0.553; Insulin prom up cell count: 1239; MT stabilize HCS Hoechst-high %: 3.0; MT stabilize HCS cytotoxicity %: 8.1; Autophagy HCS cell loss 18 h: -5.6

How did Cn1cccc1/C=C1\SC(=O)N(c2ccc(O)cc2)C1=O do in these assays?
Yfh1-off respiration: inactive; PMI inhibition: 8.2%; Insulin prom up: -0.32; bCat nuc transl: 0.2; Dynein transport: -0.75; Autophagy HCS: inactive; PMI inhibitors: 12.5%; MT stabilize HCS: 3.0; WT yeast gro inh: -6.2; WT yeast gro inh mutant strain: -2.4; Dynein transport cytoplasmic EGFP: -0.347; Dynein transport nuclear GR-EGFP: -0.662; Dynein transport cell count: 1.2; Insulin prom up cell count: 1199; bCat nuc transl cell count 5 µM: 880; MT stabilize HCS Hoechst-high %: 3.5; MT stabilize HCS cytotoxicity %: 6.2; Autophagy HCS cell loss 18 h: 5.4

How did Oc1ccc(Cl)cc1C1=NNC(c2ccc(Cl)cc2)C1 (stereo unspecified) do in these assays?
Yfh1-off respiration: inactive; PMI inhibition: -14.0%; Insulin prom up: 1.18; bCat nuc transl: 0.5; Dynein transport: -1.49; Autophagy HCS: inactive; PMI inhibitors: -16.0%; MT stabilize HCS: 6.6; WT yeast gro inh: 56.8; WT yeast gro inh mutant strain: 60.9; Dynein transport cytoplasmic EGFP: -0.0792; Dynein transport nuclear GR-EGFP: -0.592; Dynein transport cell count: 0.746; Insulin prom up cell count: 1508; bCat nuc transl cell count 5 µM: 957; MT stabilize HCS Hoechst-high %: 1.3; MT stabilize HCS cytotoxicity %: 2.6; Autophagy HCS cell loss 18 h: -11.0

Results for CCOC(=O)C1CCCN(C(=O)c2ccccc2[N+](=O)[O-])C1 (stereo unspecified) ?
Yfh1-off respiration: inactive; PMI inhibition: -0.7%; Insulin prom up: 1.71; bCat nuc transl: -0.8; Dynein transport: 1.23; Autophagy HCS: inactive; PMI inhibitors: -8.4%; MT stabilize HCS: 2.1; WT yeast gro inh: -9.2; WT yeast gro inh mutant strain: -4.3; Dynein transport cytoplasmic EGFP: -0.194; Dynein transport nuclear GR-EGFP: 1.28; Dynein transport cell count: -0.492; Insulin prom up cell count: 1526; bCat nuc transl cell count 5 µM: 840; MT stabilize HCS Hoechst-high %: 1.4; MT stabilize HCS cytotoxicity %: 8.0; Autophagy HCS cell loss 18 h: 0.1

Results for CCc1nc(NCCO)c(C#N)c2c1CCCC2 ?
Yfh1-off respiration: inactive; Insulin prom up: 0.26; bCat nuc transl: 1.4; Dynein transport: -0.822; Dynein transport cytoplasmic EGFP: -0.257; Dynein transport nuclear GR-EGFP: -0.35; Dynein transport cell count: 1.67; Insulin prom up cell count: 1047; bCat nuc transl cell count 5 µM: 1230

Random draw from the library; 5% or so of the library scored in one or more.
